SR-BI HDL uptake = inhibitors of mouse SR-BI mediated HDL lipid uptake; Q61009; ldlA[mSR-BI] CHO cells, DiI-HDL uptake fluorescence, 3 h; inhibition, % at 12.5 µM; 0.96% of 320,000 active; AID 488896;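 active = mean replicate inhibition of at least 70% and a set share of replicates each scoring 70 or more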;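 note: 0% = median of neutral control wells and 100% = median of positive control wells; values of inactives mirror those of a sister screen read the other way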
Target sequence (Q61009 whole entry, looked up): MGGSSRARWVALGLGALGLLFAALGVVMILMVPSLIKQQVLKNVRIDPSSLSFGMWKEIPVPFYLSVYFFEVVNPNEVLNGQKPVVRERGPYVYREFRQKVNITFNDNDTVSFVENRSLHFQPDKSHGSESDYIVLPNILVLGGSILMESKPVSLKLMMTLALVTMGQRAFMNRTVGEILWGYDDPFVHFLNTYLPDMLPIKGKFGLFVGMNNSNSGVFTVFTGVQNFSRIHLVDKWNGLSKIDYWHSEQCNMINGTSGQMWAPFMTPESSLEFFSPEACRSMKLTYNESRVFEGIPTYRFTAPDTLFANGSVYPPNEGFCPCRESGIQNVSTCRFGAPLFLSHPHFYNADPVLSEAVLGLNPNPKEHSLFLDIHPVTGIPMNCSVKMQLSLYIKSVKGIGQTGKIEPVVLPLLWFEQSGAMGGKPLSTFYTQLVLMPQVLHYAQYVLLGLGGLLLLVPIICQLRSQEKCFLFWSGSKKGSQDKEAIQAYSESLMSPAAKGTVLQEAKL
PvdQ acylase = P. aeruginosa PvdQ acylase inhibition. purified PvdQ acylase, fluorescence plate reader. inhibition, % at 10 µM. 0.063% of 340,000 active; in the data active = inhibition above about 30%, passing the limit was not always enough;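 note: 0% = vehicle neutral wells and 100% = reference inhibitor wells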
DAGLB inhibitor = blocks human DAGLB lipase activity; Q8NCG7; HEK293T DAGLB membrane lysate, EnzChek fluorogenic substrate; 0.059% of 340,000 active; inhibition, % at 5.17 µM; AID 504411; in the data active = inhibition above about 34%;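 note: 0% = enzyme with vehicle and 100% = wells lacking enzyme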
Keap1 Nrf2 FP = Keap1-Nrf2 (human) interaction inhibition; inhibition, % at 9.4 µM; 0.15% of 340,000 active; Keap1 Kelch-Nrf2 peptide fluorescence polarization, 1536-well; Q14145; in the data active = inhibition above about 12%;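 note: human Keap1 Kelch domain with fluorescein labeled Nrf2 9mer peptide probe; 0% = neutral control wells and 100% = peptide positive control; higher means more block of Keap1 binding to Nrf2 peptide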
C-LANA FP = inhibitors of KSHV LANA C-terminal domain DNA binding; inhibition, % at 9 µM; 0.078% of 340,000 active; MBP-C-LANA/FAM-LBS DNA binding, fluorescence polarization;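 active = highest replicate inhibition at or above 60% at 9 µM, even if other replicates fall short; inactive = all replicates below 60% inhibition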;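 note: 0% = neutral control wells and 100% = 4 µM acridine orange control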
PKA-R2B activ = PKA-R2B complex activation; P22694+P31323; PKA-R2B holoenzyme dissociation, Cy5-IP20 fluorescence polarization; R2B truncated from residue 108, S112A mutant; 0% DMSO only, 100% 113 µM cGMP; activation, % at 11.4 µM; 0.079% of 340,000 active; AID 504700;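 active = activation above a cutoff set at the mean over all compounds plus 3 SD, cut at about 18% in these data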;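 note: higher means more holoenzyme dissociation and a rise in polarization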
Target sequence (P31323 whole entry, looked up, other chains not shown, the tested form may be a part): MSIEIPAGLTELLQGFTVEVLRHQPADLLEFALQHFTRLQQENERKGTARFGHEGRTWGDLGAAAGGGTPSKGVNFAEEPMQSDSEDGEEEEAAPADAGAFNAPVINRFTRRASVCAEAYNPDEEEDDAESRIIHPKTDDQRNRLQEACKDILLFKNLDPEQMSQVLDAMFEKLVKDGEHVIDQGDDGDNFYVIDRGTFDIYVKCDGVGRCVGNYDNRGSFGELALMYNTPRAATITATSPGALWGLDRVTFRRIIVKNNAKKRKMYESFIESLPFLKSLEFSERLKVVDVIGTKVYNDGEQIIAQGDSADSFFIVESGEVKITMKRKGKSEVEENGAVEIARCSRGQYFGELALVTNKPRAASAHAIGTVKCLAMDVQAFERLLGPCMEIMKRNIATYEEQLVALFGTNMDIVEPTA
Arrestin-AP2 inh = human beta-arrestin and AP2 interaction inhibition; inhibition, % at 10 µM; 0.31% of 340,000 active; FITC-arrestin peptide / GST-AP2 beads, flow cytometry; AP2 beta2 appendage carries R879A mutation;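 active = inhibition above a set limit, near 3 SD of compounds lacking own fluorescence, cut at about 54% in these data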;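 note: plate controls were DMSO wells for no effect and 5 µM unlabelled arrestin peptide for full effect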
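System: GST-AP2 R879A glutathione beads | Also added: FITC-arrestin peptide, 50 nM | Times: 12 min plus 1 h, RT | Signal: Bead flow cytometry, FITC channel | Buffer or medium: PBS with 0.05% Tween 20 and 0.1% BSA | Read-out basis: Percent drop in bead-associated FITC signal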
SR-BI DiI-HDL act = SR-BI HDL lipid transfer activation; CHO ldlA[mSR-BI] cells, DiI-HDL uptake fluorescence, 3 h; 100 = double the neutral-control signal; activation, % at 12.5 µM; 0.096% of 320,000 active;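 active = mean replicate activation of at least 60% and every replicate at or above 60%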;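 note: 0% = median plate neutral-control signal and 100% = twice that signal; values of inactives mirror those of a sister screen read the other way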
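Material – SR-BI-overexpressing, LDLR-lacking CHO cells · Medium – BSA-supplemented, HEPES-buffered Ham's F12, pH 7.4 · Doses – single concentration · Times – compound with DiI-HDL co-incubation, 3 h at 37 °C · Measured by – bottom-read fluorescence, 550/595 nm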
Cardiac RTF inh = cardiac RTF calcium desensitization. 0.12% of 340,000 active. IANBD-labeled cardiac RTF, Ca2+ fluorescence. inhibition, % at 7.15 µM. AID 493244. P19429+P45379;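 active = inhibition above the mean inhibition of all tested compounds plus 3 SD, cut at about 17% in these data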;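 note: assay run at fixed EC70 calcium of 1.6 mM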
NSD2 inh = NSD2 (human) methyltransferase inhibition; NSD2 peptide methylation, AlphaScreen, 120 min; inhibition, % at 12.5 µM; 0.54% of 310,000 active; AID 743445; O96028; in the data active = inhibition above about 50%
Numbers without * were called inactive; nt = no result given.

SMILES	SR-BI HDL uptake	PvdQ acylase	DAGLB inhibitor	Keap1 Nrf2 FP	C-LANA FP	PKA-R2B activ	Arrestin-AP2 inh	SR-BI DiI-HDL act	Cardiac RTF inh	NSD2 inh
NS(=O)(=O)c1ccc(NC(=O)COC(=O)c2c3c(nc4ccccc24)/C(=C\c2ccc4c(c2)OCO4)CCC3)cc1	1	-11	0	-8	-0.5	-6	-3	-1	-6	29
O=C1CC(O)(C(F)(F)F)Oc2c1ccc1ccccc21 (configuration not stated)	-22	-2	18	-1	0.9	6	13	22	-3	-1
N#Cc1ccccc1OCC(=O)NNC(=O)CCC1CCCC1	-5	-16	-1	-1	2.9	-3	5	5	-16	-2
Cc1cc(O)c(NC(=S)NC(=O)c2ccc(-c3ccc(Cl)cc3)o2)cc1C	52	-27	2	-4	0.4	0	-2	-52	-6	0
O=C(O)CC(O)(CC(=O)O)C(=O)O	1	9	-4	-1	0.3	6	3	-1	-2	nt
CCOC(=O)C12CNC(=O)C(C(=O)OCC)(CNC1=O)C2	18	-12	0	-1	0.2	-7	-8	-18	-6	-1
COc1cc(NC(=O)c2nn(C)c3c2CS(=O)(=O)c2ccccc2-3)cc(OC)c1	-6	6	1	1	-0.7	4	16	6	-5	4
CC(=O)c1ccc(OCc2cc(C(=O)N3CCCCC3c3cccnc3)no2)cc1 (configuration not stated)	-10	-11	3	4	2.9	-1	-8	10	-6	0
O=c1[nH]c2ccccc2c(=O)n1Cc1ccco1	-3	-2	0	2	3.7	-3	-1	3	-11	-1
O=S(=O)(c1cccc(NC(=S)N2CCN(c3cccc(Cl)c3)CC2)c1)C(F)F	55	-17	2	-4	0.7	-11	-4	-55	-3	1
CCc1ccc(-c2cc(C)no2)cc1S(=O)(=O)N1CC(=O)Nc2ccccc21	24	12	3	0	1.0	-3	14	nt	-6	2
O=C(CCCCCCC(=O)Nc1ccccc1)NO	-10	-14	1	1	1.2	-1	7	10	-5	nt
Cc1cc(C)n2nc(SCC(=O)c3ccccc3)nc2n1	4	-5	2	-3	-0.7	-8	5	-4	-2	-1
O=C(Nc1nc2cc3c(cc2s1)OCCO3)C1=COCCO1	nt	7	-5	0	-0.2	-1	1	nt	-5	-1
CC(=O)Nc1cccc(OC(=O)c2ccoc2C)c1	22	-7	1	0	-0.4	1	-2	-22	-4	4
Cc1cccnc1NC(=O)NC(=O)c1ccc(C(C)(C)C)s1	-8	-3	-2	7	-1.2	-10	9	8	5	0
O=C(NCCc1ccccc1)C(=O)NCC1OCCN1S(=O)(=O)c1ccc2c(c1)OCCO2 (configuration not stated)	-16	-21	3	-1	-1.7	-3	-18	16	-2	0
Cc1ccc(N2CC(C(=O)Nc3nnc(SCC(=O)NCC4CCCO4)s3)CC2=O)cc1C (configuration not stated)	-8	-10	-1	-1	0.2	-5	2	8	-11	7
O=C1CCC(C(=O)N2CCN(c3ccccc3Cl)CC2)CN1CC1CCCCC1 (configuration not stated)	-2	11	-1	-7	0.6	-2	-1	2	8	-2
COc1ccc2cc1Oc1ccc(cc1)C[C@H]1c3cc(c(OC)cc3CCN1C)Oc1c(OC)c(OC)cc3c1[C@@H](C2)N(C)CC3	-18	-9	3	-8	-1.8	-1	7	18	-9	nt
CC1=C(c2ccc(C(C)C)cc2)S(=O)(=O)N=C1N1CCN(C(=O)c2ccco2)CC1	12	-13	-2	-7	0.7	6	2	-12	3	1
O=C(CSc1ccc(F)cc1)N1CCC(c2nc3ccccc3s2)CC1	-6	4	-4	-2	0.2	-11	-9	6	-1	-1
Cc1ccc(N=Cc2cc(Br)cc(Cl)c2O)cc1	-9	-3	9	-4	-1.5	-5	3	9	5	5
CC(=O)N1[C@H](C)C=C[C@]1(Cc1ccccc1)C(=O)NCc1cc(F)cc(C(F)(F)F)c1	-28	-11	2	3	0.3	-11	-4	28	-4	nt
O=C1CSC(c2cccc([N+](=O)[O-])c2)N1c1ccc(O)cc1 (configuration not stated)	-9	-15	0	-5	-1.0	-3	6	9	1	-2
CCCCn1c(N)c(N(CC(C)C)C(=O)c2cc3c(s2)CCCCC3)c(=O)[nH]c1=O	16	-14	1	0	-0.1	-2	-16	-16	-9	23
COc1ccc(Nc2nnc(-c3ccc(C(=O)NCCO)cc3)c3ccccc23)cc1	59	6	-2	-2	-3.0	-4	35	-59	-4	-1
CC(Oc1ccccc1)C(=O)N/N=C/c1ccccn1 (configuration not stated)	-34	15	-1	2	1.3	0	30	35	4	-4
c1ccc(NNC2=NCCCCC2)cc1	-11	-7	2	-5	-0.7	9	10	11	-8	-2
O=C(c1ccco1)N1C2C=CC(C2)C1(C(F)(F)F)C(F)(F)F (configuration not stated)	-15	-4	1	3	8.7	5	21	15	1	2
COc1ccccc1CC(=O)NNS(=O)(=O)c1cccc([N+](=O)[O-])c1	nt	-8	2	-1	-1.2	-6	1	nt	-4	-6
CCOC(=O)N1CCN(C(=O)COC(=O)C2CCN(S(=O)(=O)c3c(C)c(C)cc(C)c3C)CC2)CC1	54	-4	0	4	-0.7	-10	-1	-54	-20	-1
COc1ccc(C(=O)NC2CCN(S(=O)(=O)c3ccc(C)cc3)CC2)cc1	11	-12	0	-1	-0.9	-5	6	-11	-9	1
CCCn1ccc2c(OCC(=O)Nc3ccc(NC(C)=O)cc3)cccc2c1=O	64	7	2	-4	-0.4	-5	20	-64	-2	2
Cc1[nH]c2ccccc2c1C(=O)C(=O)N1CC(C)OC(C)C1 (configuration not stated)	12	1	0	-2	1.4	-6	6	-12	-8	-1
COc1cc(/C=N/n2nnnc2N)ccc1OCC#N	-1	-10	0	1	1.6	-11	5	1	-9	-2
Cc1ccccc1-n1c(C)nnc1SCC(=O)N1CCc2ccccc2C1	-15	13	-2	-2	0.5	5	3	15	1	-1
C/C=C/c1ccc(OCC(=O)NCc2ccccc2OC)c(OC)c1	20	3	2	-3	-0.1	-9	19	-20	-5	2
CCCOC(=O)c1c(NC(=O)/C=C/c2cnn(C)c2C)sc(C(=O)OC)c1C	55	-17	0	-1	-0.5	5	-8	-55	-11	nt
Cc1ccn(CC(=O)NC2CCCN(Cc3ccc(CC(C)C)cc3)C2)n1 (configuration not stated)	-3	-3	1	-2	-2.0	-5	1	3	-4	2
CCOC(=O)N1CCN(C(=O)C2CCCN(S(=O)(=O)c3cc(C)ccc3OC)C2)CC1 (configuration not stated)	-12	-11	2	4	-5.4	-3	17	12	-4	-1
CC(=O)Nc1ccc(NC(=O)C2CC(=O)N(c3cccc(Cl)c3)C2)cc1 (configuration not stated)	-5	-10	0	-2	-1.0	4	-17	5	-3	1
Cc1ccc(OCC(=O)Nc2ccc(NC(=O)c3ccccc3)cc2)cc1C	nt	-8	3	-3	-1.7	-12	1	nt	6	0
Nc1c(C(=O)NCc2ccc3c(c2)OCO3)nnn1Cc1ccc(Br)cc1	nt	8	1	1	1.3	-19	-10	nt	-12	nt
CN(C(=O)CSc1nnc2ccccn12)c1c(N)n(Cc2ccccc2)c(=O)[nH]c1=O	-16	4	-3	-1	-3.4	-8	3	16	2	-1
Cc1ccc(C2(CC(=O)Nc3nccs3)CCOC(C(C)C)C2)cc1 (configuration not stated)	-14	-11	0	1	0.2	4	-12	14	3	0
CC(=O)n1cc(N(C(=O)CCl)c2ccc([N+](=O)[O-])cc2)c2ccccc21	-2	-5	20	-4	-0.1	-1	-11	2	0	nt
CC1(C)Oc2ccc3ccc(=O)oc3c2/C(=C/Nc2ccccn2)C1=O	-1	-7	1	1	0.3	-5	-4	1	-8	12
CCNC(=S)N/N=C(\C)c1cccc(OC)c1	-27	-9	-1	-5	0.3	2	5	27	-3	-2
S=C(N/N=C/c1ccc(Br)cc1)N1CCCCC1	35	4	-2	-2	1.4	2	-6	-35	4	1
O=C(NCCC1=CCCCC1)C(=O)NCCc1ccc(Cl)cc1	3	-8	-1	-1	-1.0	-7	-9	-3	17	nt
Cc1cc2nc(-c3ccc4c(c3)CCC4)ccn2n1	9	-8	-6	5	-0.3	8	3	-9	2	-24
C=CCn1c(SCC(=O)N2N=C(c3ccco3)CC2c2ccco2)nnc1-c1ccncc1 (configuration not stated)	-14	-4	-1	-3	-0.3	-4	7	14	-13	-1
CCCCn1c(=O)[nH]c(=O)c2c1nc(-c1cccc(OC)c1)n2C	nt	-9	0	5	1.6	-4	-2	nt	-9	1
O=C(Nc1ccc2c(c1)CCC2)c1ccc(F)c(S(=O)(=O)N2CCOCC2)c1	59	13	-7	-6	0.9	4	1	-59	-3	1
COc1ccc(NC(=O)C2CC(c3ccc(Cl)cc3)=NO2)cc1OC (configuration not stated)	32	-20	0	-7	-3.4	8	12	-32	3	-1
COc1ccccc1C(=O)OC(C)CN1CCN(C)CC1 (configuration not stated)	-3	-8	0	2	-2.1	2	16	3	-2	4
COc1ccc(S(=O)(=O)NC2CCCC2)cc1Br	-10	0	-2	2	-1.0	0	-4	10	2	7
COc1ccc(C2c3c(ncn(CCCO)c3=N)Oc3ccc4ccccc4c32)cc1 (configuration not stated)	-11	-11	-1	-2	-1.1	9	-2	11	-7	7
CC(C)OP(=O)(OC(C)C)C(Nc1ccccc1)c1ccc2c(c1)OCO2 (configuration not stated)	0	-18	1	-8	-1.4	8	2	0	-2	-3

For convenience, part of the list above:
SMILES	SR-BI HDL uptake	PvdQ acylase	DAGLB inhibitor	Keap1 Nrf2 FP	C-LANA FP	PKA-R2B activ	Arrestin-AP2 inh	SR-BI DiI-HDL act	Cardiac RTF inh	NSD2 inh
COc1ccccc1C(=O)OC(C)CN1CCN(C)CC1 (configuration not stated)	-3	-8	0	2	-2.1	2	16	3	-2	4
COc1ccc(S(=O)(=O)NC2CCCC2)cc1Br	-10	0	-2	2	-1.0	0	-4	10	2	7
COc1ccc(C2c3c(ncn(CCCO)c3=N)Oc3ccc4ccccc4c32)cc1 (configuration not stated)	-11	-11	-1	-2	-1.1	9	-2	11	-7	7
CC(C)OP(=O)(OC(C)C)C(Nc1ccccc1)c1ccc2c(c1)OCO2 (configuration not stated)	0	-18	1	-8	-1.4	8	2	0	-2	-3

Later entries:
SMILES	SR-BI HDL uptake	PvdQ acylase	DAGLB inhibitor	Keap1 Nrf2 FP	C-LANA FP	PKA-R2B activ	Arrestin-AP2 inh	SR-BI DiI-HDL act	Cardiac RTF inh	NSD2 inh
O=C(CSc1nc2ccccc2c(=O)[nH]1)Nc1ccc(C(=O)O)cc1	-5	10	0	-5	-0.2	-1	9	5	-6	3
Cc1nnc(NC(=O)c2cccc(S(=O)(=O)N(C)c3cccc(Cl)c3)c2)s1	6	-3	1	1	-1.0	4	-3	-6	2	4
CC(=O)Nc1ccc(S(=O)(=O)N2CCNC(=O)C2)cc1	-7	-11	-3	-4	-0.4	0	-14	7	-1	-1
CN(C)/C=C/C(=O)c1ccc(F)cc1	-4	-8	1	-2	0.3	5	7	4	-2	-1

Assay outcomes as filed in PubChem.
